Source: PubChem BioAssay
GBA enhancer: glucocerebrosidase activity enhancement | L444P Gaucher fibroblasts, 4-MU-glucoside fluorescence, 3 days | activation, % at 10 µM | 30,000 tested, 0.44% active; in the data active means activation above about 65%;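 further: 0% = vehicle wells and 100% = positive control wells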
Target sequence (P04062 whole entry L483P): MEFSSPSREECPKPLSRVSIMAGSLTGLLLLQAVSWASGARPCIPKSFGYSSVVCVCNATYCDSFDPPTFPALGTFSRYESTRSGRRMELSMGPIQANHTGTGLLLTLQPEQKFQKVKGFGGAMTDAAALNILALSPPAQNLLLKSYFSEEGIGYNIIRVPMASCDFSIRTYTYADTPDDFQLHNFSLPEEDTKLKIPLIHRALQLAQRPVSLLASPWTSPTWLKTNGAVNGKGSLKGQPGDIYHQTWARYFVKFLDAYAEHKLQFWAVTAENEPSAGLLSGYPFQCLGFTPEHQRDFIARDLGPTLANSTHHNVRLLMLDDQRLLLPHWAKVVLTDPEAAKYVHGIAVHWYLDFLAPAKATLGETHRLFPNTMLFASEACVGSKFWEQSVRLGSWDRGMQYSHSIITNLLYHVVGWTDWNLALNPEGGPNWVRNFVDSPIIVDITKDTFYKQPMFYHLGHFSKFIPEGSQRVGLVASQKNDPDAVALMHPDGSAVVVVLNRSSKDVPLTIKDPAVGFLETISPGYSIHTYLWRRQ
* = called active by the depositor. Some of the compounds tested, so the mix of outcomes need not match the whole.

SMILES	GBA enhancer
COc1ccc(N2CCN(C(=O)CCN3C(=O)c4ccccc4S3(=O)=O)CC2)cc1	9
O=C(OC1CCOC1=O)c1ccc(-c2nc3ccccc3s2)s1 (stereo unspecified)	-3
COc1nc(Nc2ccc(C(C)=O)cc2)nc(OC)n1	47
Cc1ccc(-c2noc(CCC(=O)NCC3CCN(Cc4cccc(C)c4)CC3)n2)cc1	-17
CN(C)C(CNC(=O)Nc1cccc(Cl)c1)c1cccnc1 (stereo unspecified)	-39
Cc1ccc(S(=O)(=O)NC(=O)Nn2c(C)nnc2C)cc1	25
Cc1nc(SCC(=O)N2CCN(c3ccccc3)CC2)c2oc3ccccc3c2n1	14
O=C(c1ccco1)N1CCN(/C(=N/S(=O)(=O)c2cccs2)c2ccccc2Cl)CC1	-8
CCC(=O)Nc1ccc(C(=O)Nc2cccnc2)cc1	-22
CC(C)(C)OC(=O)N1CCC[C@H]1c1nnc(SC/C=C/c2ccccc2)o1	-7
O=C1CCC(=O)N1CCCCCc1nc(-c2ccccc2)no1	-4
O=C(CCC1CCCC1)N1CCN(C(=O)c2cccnc2)CC1	10
COc1cccc(CN2CCCN(S(=O)(=O)c3ccc(Br)cc3)CC2)c1	-17
O=c1cc(-c2ccccc2)nc2nc(COc3ccccc3)[nH]n12	-11
CCCC12CN3CC(C)(CN(C1)C3c1ccc3c(c1)OCO3)C2=O (stereo unspecified)	12
COC(=O)C1=C(C)NC(C)=C(C(=O)OC)C1C(=O)OC1CCCCC1=O (stereo unspecified)	32
O=C(NCc1ccccc1)c1n[nH]nc1-c1ccccc1O	-23
CCO/C(C)=N/n1c2nc3ccccc3nc2c2c(=O)n(C3CCCC3)c(C)nc21	-13
CC1CN(C(=O)C(C)N2C(=O)c3ccccc3C2=O)CC(C)O1 (stereo unspecified)	-34
CCOc1cc2c(C#N)c(N3CCOCC3)nc(N)c2c(N)n1	-8
COc1cc(OC)c(C2=NOC(C(=O)Nc3c(C)nn(CC(=O)N4CCCC4)c3C)C2)cc1Cl (stereo unspecified)	-15
C1CCN(c2nc(N3CCCC3)nc(N3CCNCC3)n2)C1	-71
CC(=O)c1cc(CN2C(=O)c3ccccc3C2=O)cs1	9
Cc1ccc2nc3c(cc(C(=O)NCc4cccnc4)c(=N)n3C(C)C)c(=O)n2c1	12
CCC(C)(C(=O)NC1CCCCC1)N(Cc1ccco1)C(=O)c1ccc2c(c1)OCO2 (stereo unspecified)	-9

No new results follow: 17 of the compounds above.
SMILES	GBA enhancer
CCC(=O)Nc1ccc(C(=O)Nc2cccnc2)cc1	-22
CC(C)(C)OC(=O)N1CCC[C@H]1c1nnc(SC/C=C/c2ccccc2)o1	-7
O=C1CCC(=O)N1CCCCCc1nc(-c2ccccc2)no1	-4
O=C(CCC1CCCC1)N1CCN(C(=O)c2cccnc2)CC1	10
COc1cccc(CN2CCCN(S(=O)(=O)c3ccc(Br)cc3)CC2)c1	-17
O=c1cc(-c2ccccc2)nc2nc(COc3ccccc3)[nH]n12	-11
CCCC12CN3CC(C)(CN(C1)C3c1ccc3c(c1)OCO3)C2=O (stereo unspecified)	12
COC(=O)C1=C(C)NC(C)=C(C(=O)OC)C1C(=O)OC1CCCCC1=O (stereo unspecified)	32
O=C(NCc1ccccc1)c1n[nH]nc1-c1ccccc1O	-23
CCO/C(C)=N/n1c2nc3ccccc3nc2c2c(=O)n(C3CCCC3)c(C)nc21	-13
CC1CN(C(=O)C(C)N2C(=O)c3ccccc3C2=O)CC(C)O1 (stereo unspecified)	-34
CCOc1cc2c(C#N)c(N3CCOCC3)nc(N)c2c(N)n1	-8
COc1cc(OC)c(C2=NOC(C(=O)Nc3c(C)nn(CC(=O)N4CCCC4)c3C)C2)cc1Cl (stereo unspecified)	-15
C1CCN(c2nc(N3CCCC3)nc(N3CCNCC3)n2)C1	-71
CC(=O)c1cc(CN2C(=O)c3ccccc3C2=O)cs1	9
Cc1ccc2nc3c(cc(C(=O)NCc4cccnc4)c(=N)n3C(C)C)c(=O)n2c1	12
CCC(C)(C(=O)NC1CCCCC1)N(Cc1ccco1)C(=O)c1ccc2c(c1)OCO2 (stereo unspecified)	-9

3 compounds out of the list, arranged by length of the SMILES, low to high.
SMILES	GBA enhancer
C1CCN(c2nc(N3CCCC3)nc(N3CCNCC3)n2)C1	-71
Cc1ccc(S(=O)(=O)NC(=O)Nn2c(C)nnc2C)cc1	25
Cc1nc(SCC(=O)N2CCN(c3ccccc3)CC2)c2oc3ccccc3c2n1	14

Next structures:
SMILES	GBA enhancer
O=C(CCCN1C(=O)CCC1=O)Nc1ccc(Cl)c(C(F)(F)F)c1	15
Cc1ccc(S(=O)(=O)NC(C)C(=O)Nc2ccccc2C(=O)N2CCCC2)cc1 (stereo unspecified)	-3
O=C(CSc1ccc2nnc(-c3ccc(F)cc3)n2n1)N1CCCCC1	-19
COc1ccc(C2C(C(=O)N3CCCCC3)CCC(=O)N2c2cc(OC)c(OC)c(OC)c2)cc1 (stereo unspecified)	-24
Cc1nn(CC(=O)N2CCN(Cc3ccccc3)CC2)c(=O)c2ccccc12	-9
COc1ccc(-c2nc(CS(=O)CC(=O)NCCCN3CCCC3)c(C)o2)cc1OC (stereo unspecified)	8
Cc1nc(SC(C)C)[nH]c(=O)c1Cc1ccccc1	1
COc1cc(-c2nc3cnccn3c2Nc2ccc3c(c2)OCCO3)ccc1O	-5
COc1ccccc1-c1nc(-c2cccc(C)c2)no1	-21
OCCN(CC(O)Cn1ccc2ccccc21)CC(O)Cn1ccc2ccccc21 (stereo unspecified)	-28
Cc1ccc(O)c(Sc2cc(C)ccc2O)c1	-20
CCOC(=O)c1cc(S(=O)(=O)NC2CCN(C(=O)OCC)CC2)cn1C	-22
COCCN(Cc1cc2cccc(C)c2n2nnnc12)C(=O)C(F)(F)F	-19
Cn1c(=O)c(C(=O)Nc2ncccn2)c(O)c2ccccc21	-23
O=C(O)c1ccccc1NCN1C(=O)C2CC=C(Cl)CC2C1=O (stereo unspecified)	-24
Cc1ccc(N2CC(C(=O)Nc3nnc(C)s3)CC2=O)cc1 (stereo unspecified)	-9
CC1(C)Cc2cccc(OCC(=O)Nc3ccccc3N3CCOCC3)c2O1	5
CC(C)CCn1c(CN2CCN(C(=O)c3ccco3)CC2)nc2c1c(=O)n(C)c(=O)n2C	-12
CSc1nc(N2CCOCC2)c2c3c(sc2n1)CCC3	7
CN1CCN(C(=O)c2ccccc2-c2ccccc2C(=O)O)CC1	-21
C=CCNC(=O)c1ccc(Cl)cc1Cl	-32
CCC(C)NC(=O)CSc1nc2ccccc2c(=O)n1CCCC(=O)NCC1CCCO1 (stereo unspecified)	-8
O=C(NC(Cc1ccc(F)cc1)C(=O)O)c1ccccc1 (stereo unspecified)	-43
Cc1cc(=O)n2nc(N3CCCC(C(=O)NCCc4ccccc4)C3)sc2n1 (stereo unspecified)	-19
O=c1c2ccccc2nnn1Cc1ccccn1	4
Additional results
SMILES	GBA enhancer
OCCNCC(O)Cn1ccc2ccccc21 (stereo unspecified)	-8
COCCn1nnnc1CN1CCOCC1	-16
Cc1cccc(C(CC(=O)N2CCCC2)c2ccccc2)c1O (stereo unspecified)	9
CC(C)Cc1nc(SCC(=O)NCc2ccccc2)n[nH]1	5
O=C(OCCN1C(=O)c2ccccc2C1=O)c1cccc(OC(F)F)c1	-10
O=C(Sc1nnnn1C1CCCCC1)c1cccs1	1
COc1ccc(-c2ccc(=O)n(CC(=O)Nc3cccc(O)c3)n2)cc1OC	37
Nn1c(Cc2ccccc2F)nnc1SCn1nnc2ccccc2c1=O	27
O=C(CSc1ncc(-c2ccc(F)cc2)[nH]1)NCc1ccco1	-14
CCc1nnc(NC(=O)C2CCCN2S(=O)(=O)c2ccc(C)cc2)s1 (stereo unspecified)	-12
Cc1cccc(NC(=O)C2c3ccccc3C(=O)N3CCc4ccccc4C23)n1 (stereo unspecified)	7
O=C1NCC(O)=C1C=NC12CC3CC(CC(C3)C1)C2	-7
CCOC(=O)CN(C(=O)CSc1nnc(CNc2ccc(C)cc2C)n1CC)c1ccccc1	-7
COC(=O)c1ccc2c(c1)NC(=O)C(N1CCOCC1)S2 (stereo unspecified)	0
O=C(CSc1nnc(-c2ccco2)o1)N1c2ccccc2CCc2ccccc21	-35
Cc1cc(NC(=O)CSc2nnc(C(C)N(C)C)n2Cc2ccccc2)no1 (stereo unspecified)	-11
COCCn1c(SCC#N)nnc1-c1ccccc1	23
COC(=O)CSc1cc(C(=O)c2nccn2C)c2ccccc2n1	-18
CCOC(=O)c1sc(NC(=O)CSc2nncs2)c(C(=O)OCC)c1C	4
Cc1nn(-c2ccccc2)c2c1P(=O)(O)/C(=C1\N(C)c3ccccc3C1(C)C)C=N2	10
O=C(O)c1ccc(NS(=O)(=O)c2ccc(Cl)c(Cl)c2)cc1O	-14
CCN(CC)CCNC(=O)c1nn(-c2ccc(C)cc2)c(=O)c2c1c1ccccc1n2C	-10
CCOc1cc(-c2nc(-c3ccccc3OC)no2)cc(OCC)c1OCC	-4
CN(C)CCCN1c2ccccc2CCc2ccc(Cl)cc21	-32
O=C(Nc1cccc(C(=O)N2CCCC2)c1)c1ccccc1	4
Next part
SMILES	GBA enhancer
Cc1cccc(C)c1NC(=O)CSc1nnc(-c2ccoc2C)n1CCc1ccccc1	3
COc1ccc(-c2cn3cccnc3n2)cc1NC(=O)C1CCCC1	-5
CCOC(=O)C1=C(C)NC2=C(C(=O)c3ccccc32)C1c1cccnc1 (stereo unspecified)	7
COc1ccccc1OCC(=O)Nc1oc(-c2ccccc2)c(-c2ccccc2)c1C#N	4
O=C(NCC(=O)N(Cc1ccc(F)cc1)C(C(=O)NC1CCCC1)c1ccco1)c1ccco1 (stereo unspecified)	-13
Cc1ccc2cc(CN(Cc3ccc4c(c3)OCO4)Cc3nnnn3Cc3ccco3)c(=O)[nH]c2c1C	-3
CCOC(=O)C1CCN(C(=O)COc2cc(C)c(Br)c(C)c2)CC1	15
O=C1CCCCCC1C1(O)C(=O)Nc2ccc(Br)cc21 (stereo unspecified)	-7
Cc1cc(C)nc(SCc2ccc(C(=O)O)o2)n1	-46
CC(C)OC(=O)C(C)(C)Oc1ccc(C(=O)c2ccc(Cl)cc2)cc1	-22
CCn1c(=O)cc(OCC(=O)NCCCN2CC(C)CC(C)C2)c2ccccc21 (stereo unspecified)	-50
CN/C=C1\C(=O)C(C)(C)Oc2ccc3ccc(=O)oc3c21	-10
N#Cc1ccc(-c2nnnn2-c2ccc3c(c2)OCO3)cc1	9
CC(=O)C1=C(O)C(=O)N(Cc2ccco2)C1c1ccccc1 (stereo unspecified)	-2
O=C(Nc1ccccc1-c1nc2ccccc2o1)c1ccc2c(c1)OCCO2	-40
Cc1ccc(-n2nnnc2SCC(=O)NC(=O)Nc2ccc3c(c2)OCCO3)cc1	0
COCCn1c(SCC(=O)Nc2ccc(S(=O)(=O)N3CCOCC3)cc2)nc2ccccc21	-1
O=C1CN(C(=O)c2ccc(Br)o2)C(c2ccc(F)cc2)c2cc(F)ccc2N1 (stereo unspecified)	40
O=C(Nc1ccc(Oc2ccc(Cl)cc2)cc1)c1ncn[nH]1	-27
CC1CCCCN1CCNC(=O)CN1C(=O)COc2ccccc21 (stereo unspecified)	16
O=C(c1ccncc1)N1CCN(C(=O)c2cccs2)CC1	-22
COc1ccc(OC)c(NC(=O)c2ccc(NS(=O)(=O)c3c(C)noc3C)cc2)c1	11
CCCn1c(=N)n(CC(=O)c2ccco2)c2ccccc21	-51
CSc1nc(C)c(Oc2ccccc2)c(=O)n1C	-4
CCOC(=O)c1ccccc1NC(=O)N1CCn2c(C)ccc2C1CC (stereo unspecified)	-22
More records:
SMILES	GBA enhancer
CCOC(=O)c1ccc(NC(=O)CC2C(=O)N(c3cccc(OC)c3)C(=O)N2CCOC)cc1 (stereo unspecified)	-4
C=C(C)CSc1nncn1/N=C/c1ccc(OC)cc1	-43
CCOC(=O)c1c(/N=C/N(C)C)sc(C(=O)OC)c1C	-36
Cc1ccccc1-n1c(N)cc(=O)[nH]c1=S	-16
Cc1ccc(-c2nnn(CC(=O)N(CC(=O)NC(C)C)c3cnc4ccccc4c3)n2)o1	-33
CCN1/C(=C(\O)c2ccccc2)C(=O)c2ccccc2S1(=O)=O	-16
FC(F)(F)c1ccc(N2CCN(c3ncnc4c3nnn4Cc3ccccc3)CC2)nc1	-11
CC1CCN(S(=O)(=O)c2cccc(C(=O)NCc3cccs3)c2)CC1	7
COc1ccc(OCC(=O)N2CCN(C(=O)Cc3ccccc3)CC2)cc1	-23
CC(C)(C)C(=O)C(Oc1cccc2nonc12)n1cncn1 (stereo unspecified)	-11
CCCn1c(N2CCN(CC(=O)Nc3ccc4c(c3)OCCO4)CC2)nc2ccccc21	-6
CC1OC(Nc2ccc(OC(F)(F)F)cc2)C(O)C(O)C1O (stereo unspecified)	1
CCOC(=O)c1c(NC(=O)CSc2n[nH]c(N)n2)sc(CC)c1C	4
COc1ccc(S(=O)(=O)N2CCSC2c2ccc(N)cc2)cc1 (stereo unspecified)	-4
C/C(N)=C(/C#N)C(=O)COC(=O)CSc1ccccc1	-18
O=C(CCSc1ccccc1)Nc1ncccn1	-105
COc1ccc(N2C(=O)CC(N3CCN(C4CCc5ccccc5C4)CC3)C2=O)cc1 (stereo unspecified)	-2
Cc1ccc2nc(-c3cccc(NC(=O)c4ccc5c(c4)OCCO5)c3)oc2c1	-14
CCCCN1CC(O)=C(c2nc3ccccc3s2)C1=N	-1
CC(C)(C)c1ccc(S(=O)(=O)n2c(CN3CCOCC3)nc3ccccc32)cc1	-11
CC(=O)c1ccc(N2C(=O)C3C(C2=O)C(C(=O)c2ccc(Cl)cc2)N2CCCC32)cc1 (stereo unspecified)	21
Cc1ccc(C2NC(=O)NC(O)(C(F)(F)F)C2C(=O)c2ccccc2)o1 (stereo unspecified)	-4
COC(=O)c1c(NC(=O)CCCC(=O)O)sc(C)c1C	-27
C=CCn1c(SCC(=O)NC2CCCCC2)nnc1C(C)NC(=O)c1cccs1 (stereo unspecified)	-5
O=C(CSc1nnc(-c2ccco2)o1)N1CCOCC1	1
(next part)
SMILES	GBA enhancer
CCN(CCCNC(=O)c1[nH]c(C)c(C(C)=O)c1C)c1cccc(C)c1	-11
Cc1ccc(S(=O)(=O)NCCNC(=O)N2CCOCC2)cc1	-26
c1ccc(-c2nc(N3CCOCC3)c3ccccc3n2)nc1	2
C=CCN1C(=O)CN=C1Nc1ccc(OC)cc1OC	-5
Cc1nc(SCC(=O)Nc2ccc3c(c2)OCCO3)c2oc3ccccc3c2n1	149*
C=C(C)COc1ccc(-c2ncncc2Oc2ccc(OC)cc2)c(O)c1	-19
